KCNQ2 inh: KCNQ2 potassium channel inhibitors, primary screen, cell-based, CHO-K1, FluxOR thallium flux, B-score (AID 2156) | Potassium voltage-gated channel subfamily KQT member 2 (Rattus norvegicus), O88943 | 20 min; hits give low values | B-score at 10 µM | hit rate 1.1% among 310,000;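 active = fluorescence ratio B-score at most minus 3 library SDs, with starting brightness B-score within 2 library SDs, cut at about -5.5 in these data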
Target sequence (O88943 whole entry, looked up): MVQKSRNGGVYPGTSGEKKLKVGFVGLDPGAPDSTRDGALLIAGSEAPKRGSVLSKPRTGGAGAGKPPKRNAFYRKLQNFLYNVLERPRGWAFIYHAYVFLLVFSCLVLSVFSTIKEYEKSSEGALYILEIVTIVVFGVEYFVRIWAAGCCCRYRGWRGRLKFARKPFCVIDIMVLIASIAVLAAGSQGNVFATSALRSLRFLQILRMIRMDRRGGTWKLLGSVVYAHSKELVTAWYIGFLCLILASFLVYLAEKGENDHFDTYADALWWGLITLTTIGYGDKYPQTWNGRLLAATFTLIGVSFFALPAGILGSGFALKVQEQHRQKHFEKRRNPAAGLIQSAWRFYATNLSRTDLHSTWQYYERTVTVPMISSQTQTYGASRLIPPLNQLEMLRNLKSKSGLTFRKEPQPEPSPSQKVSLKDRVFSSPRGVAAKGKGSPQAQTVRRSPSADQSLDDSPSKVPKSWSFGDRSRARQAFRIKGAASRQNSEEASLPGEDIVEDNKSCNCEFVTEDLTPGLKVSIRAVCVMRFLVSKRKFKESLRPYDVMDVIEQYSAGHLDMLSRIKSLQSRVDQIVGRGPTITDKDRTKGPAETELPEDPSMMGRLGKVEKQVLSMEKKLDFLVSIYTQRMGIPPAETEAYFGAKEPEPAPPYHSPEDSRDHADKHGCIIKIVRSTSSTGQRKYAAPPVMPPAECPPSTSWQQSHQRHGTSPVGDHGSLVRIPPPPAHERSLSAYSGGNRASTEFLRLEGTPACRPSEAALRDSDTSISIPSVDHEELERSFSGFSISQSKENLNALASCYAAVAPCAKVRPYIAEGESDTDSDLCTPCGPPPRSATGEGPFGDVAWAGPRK
CHT inh: inhibitors of human choline transporter CHT; High affinity choline transporter 1 (Homo sapiens), Q9GZV3; CHT-expressing cells, membrane potential dye, choline response; hits give low values; B-score at 10 µM; hit rate 0.86% among 310,000; AID 488975, 2010;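 active = B-score over 3 SD under the library average, and starting fluorescence ratio not unusually high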;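 note: choline stimulus applied at its EC90 after an EC20 pre-addition; B-score computed on integrated fluorescence ratio after choline addition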
* hit, by the source's call; i = inactive; / = not tested or not shown.

SMILES	KCNQ2 inh	CHT inh
Cc1ccc(OCCC(=O)OCC(=O)NNC(=O)c2ccccc2)cc1	i	i
CC1(C)CC(CC(=O)O)CC(C)(C)N1	i	i
CCCNC(=O)c1cccc(S(=O)(=O)N2CC3(C)CC2CC(C)(C)C3)c1 (configuration not stated)	i	i
COC(=O)c1c(C)oc(C)c1S(=O)(=O)NCc1ccc(OC)cc1	i	i
c1ccc(CCc2nc(-c3ccccc3)no2)cc1	i	i
Cc1ccc(C(=O)NCCSc2ccc(Cl)cc2)cc1[N+](=O)[O-]	i	i
Cn1c(Br)nc2c1c(=O)n(CC(O)COc1ccccc1)c(=O)n2C (configuration not stated)	i	i
CN1/C(=C\C(=O)Nc2cccc(Cl)c2)C(C)(C)c2ccccc21	-7.13*	i
Cc1ccccc1CN1CCN(Cc2ccccc2C(F)(F)F)CC1	i	i
CCOc1cc(/C=C2\NC(=S)N(c3c(C)n(C)n(-c4ccccc4)c3=O)C2=O)ccc1O	i	i

Brought forward from above: four compounds; new compounds follow.
SMILES	KCNQ2 inh	CHT inh
Cn1c(Br)nc2c1c(=O)n(CC(O)COc1ccccc1)c(=O)n2C (configuration not stated)	i	i
CN1/C(=C\C(=O)Nc2cccc(Cl)c2)C(C)(C)c2ccccc21	-7.13*	i
Cc1ccccc1CN1CCN(Cc2ccccc2C(F)(F)F)CC1	i	i
CCOc1cc(/C=C2\NC(=S)N(c3c(C)n(C)n(-c4ccccc4)c3=O)C2=O)ccc1O	i	i
Cc1cc([N+](=O)[O-])ccc1NC(=O)CSc1nncn1-c1ccccn1	i	i
CCCCNC(=O)c1ccc(CNS(=O)(=O)c2ccc(Br)cc2)cc1	i	i
Cc1ccc(OCC(O)CNS(=O)(=O)c2ccccc2C(=O)O)cc1 (configuration not stated)	i	i
Oc1ccc(Br)cc1/C=N/Nc1ccccn1	i	i
FC(F)(F)c1ccc(NC2=NCCC2)cc1	i	i
C[C@H](NC(=O)OC(C)(C)C)c1nnc(SCC(=O)Nc2ccc(Br)cc2)o1	i	i
S=C(NCCc1ccncc1)Nc1cccc2ccccc12	i	i
CCN(CC(=O)Nc1c(F)cccc1F)C(=O)CCNC(=O)c1ccc([N+](=O)[O-])cc1	i	i
COc1ccc(C(=O)OCC(=O)Nc2cc(C)on2)c(OC)c1OC	i	i
COc1ccc(CCNC(=S)NC(=O)c2c(-c3ccccc3Cl)noc2C)cc1OC	i	i
CCCNc1c(NS(=O)(=O)c2c(F)c(F)c(F)c(F)c2F)c(=O)oc2ccccc12	i	i
CCOc1ccccc1-n1c(SCC(N)=O)nnc1-c1ccccc1	i	i
COc1cc(Cl)c(C)cc1NC(=O)CNC(C)c1ccccc1OC (configuration not stated)	-5.85*	i
COc1ccccc1C(=O)Nc1ccc(-c2nnc(SCC(=O)O)n2C)cc1	i	i
COC(=O)Nc1nnc(/C=C/c2ccc(OC)cc2)s1	i	i
O=C(CNC(=O)c1ccccc1)NCCc1ccc(O)c(O)c1	i	i
CC(C)(C)NC(=O)CCc1nnc(Cc2c[nH]c3ccccc23)o1	i	i
Cc1ccc(C(=O)CCS(=O)(=O)c2ccc(Cl)cc2)cc1	i	i
CCOC(=O)c1cccc(P(C)(C)=O)c1	i	i
CCOc1ccc(N=Nc2ccc(O)c3ncccc23)cc1	i	i

Structures listed so far containing a Cl atom, in the order listed:
SMILES	KCNQ2 inh	CHT inh
Cc1ccc(C(=O)NCCSc2ccc(Cl)cc2)cc1[N+](=O)[O-]	i	i
CN1/C(=C\C(=O)Nc2cccc(Cl)c2)C(C)(C)c2ccccc21	-7.13*	i
COc1ccc(CCNC(=S)NC(=O)c2c(-c3ccccc3Cl)noc2C)cc1OC	i	i
COc1cc(Cl)c(C)cc1NC(=O)CNC(C)c1ccccc1OC (configuration not stated)	-5.85*	i
Cc1ccc(C(=O)CCS(=O)(=O)c2ccc(Cl)cc2)cc1	i	i

The list goes on.
SMILES	KCNQ2 inh	CHT inh
COc1cc(/C=C2\OC(=O)c3c(OC)cccc32)ccc1O	i	i
O=C(O)C1CC=C(Cl)CC1C(=O)NC1CCCCC1 (configuration not stated)	i	i
COc1cc(/C=N/NC(=O)Nc2ccccc2)ccc1OC(C)=O	i	i
CCCN(CC(=O)Nc1ccccc1OC)C(=O)c1ccc(S(=O)(=O)Nc2ccccc2)cc1	i	i
Cc1cc(Cl)ccc1C(=O)C1CCCN(C(=O)c2n[nH]c3c2CCCC3)C1 (configuration not stated)	i	i
Cc1nn(CC(=O)N2CCc3ccccc3C2)c(C)c1Cl	i	i
Cc1cccc(C)c1NC(=O)CSc1nc(N2CCOCC2)nc(N2CCOCC2)n1	i	i
CC(C)C(=O)Nc1cccc(-c2cn3ccsc3n2)c1	i	i
CC(C)(C)C(=O)Cn1ncc(NC2CC2)c(Br)c1=O	i	i
COc1ccc(C2/C=C\CN(C(=O)NC(C)C)CC(=O)N2Cc2ccc(F)cc2)cc1 (configuration not stated)	i	i
CCOC(=O)N1CCN(CC(O)COC(CC)c2ccccc2)CC1 (configuration not stated)	i	i
O=C(NC1CCN(Cc2ccccc2)CC1)c1ccccc1F	i	i
COc1ccc(NC2=NCCC2)cc1	i	i
COc1ccc(C(=O)Nn2c(C)nc3ccccc3c2=O)cc1	i	i
COc1cc(/C=N/NC(=O)COc2c(C)cc([N+](=O)[O-])cc2C)ccc1OC(=O)c1ccccc1Br	i	i
NC(=O)CC[C@@H]1NC(=O)[C@@H]2CCCN2C(=O)c2cc([N+](=O)[O-])cc(I)c2NCCCC[C@@H](C(=O)NC(CC(=O)O)C(N)=O)NC1=O (some centres not stated)	i	i
CCOc1ccc(CCNC(=O)CSc2nc3ncc(Cl)cc3[nH]2)cc1OCC	i	i
CC(=O)C1=C(c2ccccc2)NC(=S)NC1c1ccc(O)c(O)c1 (configuration not stated)	i	i
CCCn1c(SCC(=O)C(C)(C)C)nc2ccccc21	i	i
CCc1nnc(NS(=O)(=O)c2ccc(NCc3cc(Br)ccc3O)cc2)s1	i	i
C=CCOc1ccc(/C(O)=C2/C(=O)C(=O)N(CCCN3CCOCC3)C2c2ccc(OC)cc2)cc1 (configuration not stated)	i	i
COc1ccccc1C(=O)NCc1nnc(SC(C)C(=O)Nc2nccs2)n1C (configuration not stated)	i	i
CCCCOC(=O)Nc1nc2ccc([N+](=O)[O-])cc2s1	i	i
Cc1cccc(NC(=S)Nc2ccc3cn[nH]c3c2)c1	i	i
Cc1cccc(Sc2c(C=O)c3ccccc3n2C)c1	i	i
COC(=O)c1sc(C(C)(C)C)cc1CS(=O)(=O)c1ccc(Cl)cc1	i	i
Cc1ccc(C)c(OCCCCN2CCNCC2)c1C	i	i
COC(C[C@H]1O[C@@H]1[C@@H](O)[C@H](C)OCc1ccccc1)OC	i	/
O=C1CCCCCN1Sc1ccccc1	i	i
CS(=O)(=O)NCCCNc1ccc(Cl)cc1[N+](=O)[O-]	i	i

Structural class: the entries above containing a CF3 group.
SMILES	KCNQ2 inh	CHT inh
Cc1ccccc1CN1CCN(Cc2ccccc2C(F)(F)F)CC1	i	i
FC(F)(F)c1ccc(NC2=NCCC2)cc1	i	i

Remaining list, next part:
SMILES	KCNQ2 inh	CHT inh
CCOC(=O)C1CCN(CC(=O)Nc2c(C(=O)OC)[nH]c3ccccc23)CC1	i	/
CCCCCCc1cc2cc(C(=O)NCc3ccccc3)c(=N)oc2cc1O	i	i
CCOc1ccccc1C(=O)Nc1ccc2nc(N3CCN(c4ncccn4)CC3)cc(C)c2c1	/	i
COc1ccc(C(=O)NCc2ccc3c(c2)cc(C)n3C)cc1OC	i	i
CCCN(C(=O)C(=O)Nc1ccc2nc3n(c(=O)c2c1)CCCCC3)c1ccc(OCC)cc1	i	i
CCOC(=O)CSc1nc2cc3c(cc2cc1C)OCO3	i	i
Cc1nn(CCOc2ccccc2)c(=O)n1-c1cccc(F)c1	i	i
O=C(/C=C/c1ccc2c(c1)OCO2)NCc1ccco1	i	i
Cc1ccc(C2C(C=Nc3c(C)n(C)n(-c4ccccc4)c3=O)=C(c3ccccc3)Oc3ccccc32)cc1 (configuration not stated)	-11.2*	i
NC(=S)NNc1cccc(Cl)c1	i	i
CCOC(=O)C1(Cc2ccc(Cl)cc2)CCN(C2CCC2)CC1	i	i
CC(C)CN1CCN(Cc2cnc(-c3ccc(Cl)cc3)nc2)CC1CCO (configuration not stated)	i	i
O=C(N/N=C/c1ccc2nccnc2c1)c1ccc(Br)cc1	i	i
Oc1ccc(C[C@H]2CNCCN2CCc2cccc3ccccc23)cc1	i	i
COc1ccc(N/C=C/C(=O)c2ccc3c(c2)OCO3)cc1OC	i	i
CCN(CC)CCNCc1ccc(OCc2ccc(Cl)nc2)c(OC)c1	i	i
C=CCn1c(COc2cccc(C)c2)nnc1SCC(=O)c1c[nH]c2c(CC)cccc12	i	i
CCCCC(=O)OCC(=O)N1N=C(c2c[nH]c3ccccc23)C(O)C1c1ccc(OC)cc1 (configuration not stated)	i	i
CC(C)Oc1ccc(C(=O)NC2(C(F)(F)F)NC(=O)N(CCCc3ccccc3)C2=O)cc1 (configuration not stated)	i	i
O=C(O)/C=C/C(=O)NCc1cn(-c2ccccc2)nc1-c1cccc(Br)c1	i	i

Single records, from the list above. Order of values: KCNQ2 inh, CHT inh
CC(C)C(=O)Nc1cccc(-c2cn3ccsc3n2)c1 in the list: i, i
Oc1ccc(Br)cc1/C=N/Nc1ccccn1 in the list: i, i
CCOC(=O)CSc1nc2cc3c(cc2cc1C)OCO3 in the list: i, i
CCOc1ccc(CCNC(=O)CSc2nc3ncc(Cl)cc3[nH]2)cc1OCC in the list: i, i
CCN(CC(=O)Nc1c(F)cccc1F)C(=O)CCNC(=O)c1ccc([N+](=O)[O-])cc1 in the list: i, i

New compounds follow.
SMILES	KCNQ2 inh	CHT inh
CC(=O)c1ccc(Nc2cc(C)nc3ncnn23)cc1	i	i
CCOc1ccc(NC(=O)CN(C)CC(=O)Nc2ccccc2C#N)cc1OCC	i	i
CCOC(=O)c1ccc(NC(=S)N2CCN(CCNC3=CC(=O)CC(C)(C)C3)CC2)cc1	i	i
Cc1ccc(/C=C/C(=O)Nc2cc(C)on2)cc1	i	i
O=C(c1cc(COc2ccc(F)cc2Cl)on1)N1CCN(c2cnccn2)CC1	i	i
Cc1cc(C)c(C)c(OCCOCCNCc2ccccc2)c1	i	i
CCN1CCCC1Cn1cnc2c([nH]c3cc(OC)ccc32)c1=O (configuration not stated)	i	i
CCOC(=O)COc1ccc2c(C#N)c3ccccn3c2c1	i	/
COc1cccc(OC)c1CN1CCCC(C(=O)c2ccccc2SC)C1 (configuration not stated)	i	i
CN(C)CCNC(=S)Nc1ccc(F)c(F)c1F	i	i
CCCC(Oc1ccc(Br)cc1)c1nc2c3cc(OC)c(OC)cc3nc(=S)n2[nH]1 (configuration not stated)	i	i
CCOc1ccc(-c2cccc(NC(=O)COc3ccc(Cl)cc3)c2)nn1	i	i
CC1(C)N=C(SCC(=O)Nc2ccccc2)C(c2ccc(Cl)cc2)=N1	i	i
COc1ccc(C2CC(c3ccc(Br)cc3)=NN2C(=O)CSC2=NCCS2)cc1 (configuration not stated)	i	i
CSc1ccc(CN2CCc3c([nH]c4ccccc34)C2)cc1	i	i
Cc1ccc(CC2CC(=O)N(c3nc4ccccc4n3C)C2=O)cc1 (configuration not stated)	i	i
CCOC(=O)c1ccc(NC(=S)NCc2ccco2)cc1	i	i
CC(=O)Nc1ccc(S(=O)(=O)N(Cc2ccco2)Cc2cc3ccccc3[nH]c2=O)cc1	i	i
O=C(CSc1nc2ccccc2c(=O)n1Cc1ccco1)N1CCCC1	i	i
Cc1ccc(OCC(=O)N2CCCC(CCC(=O)N(C)CCc3ccccn3)C2)cc1 (configuration not stated)	i	i
CCOc1cc(NC(=S)NCc2ccco2)c(OCC)cc1NC(C)=O	i	i
c1ccc(-c2nnnn2-c2ccccc2)cc1	i	i
COc1ccccc1N1CCN(C(=O)c2cc3ccccc3[nH]2)CC1	i	i
Cc1cnc(NC(=O)c2sc3ccccc3c2Cl)s1	i	i
NS(=O)(=O)c1ccc(CCNC(=O)c2ccccc2[N+](=O)[O-])cc1	i	i
Cn1c(=O)cc(OCC(=O)NCc2cccnc2)c2ccccc21	i	i
COc1ccccc1N1CCN(C(=O)C(C)N(c2ccc(C)cc2)S(C)(=O)=O)CC1 (configuration not stated)	i	i
Cc1nc(Nc2nc(CSc3nc4ccccc4[nH]3)cc(=O)[nH]2)nc2ccccc12	i	i
O=C1NC2(CCN(Cc3ccccc3)CC2)Oc2ccccc21	i	i
CCOC(=O)c1c(C)[nH]c(C(=O)N/N=C/c2cc([N+](=O)[O-])ccc2O)c1C	i	i
COc1ccc(OCC(=O)NC(=S)Nc2ccc(S(=O)(=O)Nc3cc(OC)nc(OC)n3)cc2)cc1	i	i
O=C(Nc1ccc(F)cc1F)C1CCN(S(=O)(=O)c2cccnc2)CC1	i	i
CCCN(CCC)Cc1c(C(=O)N/N=C/c2ccc(Br)cc2)nnn1-c1nonc1N	i	i
O=C(Nc1ccccc1C(=O)Nc1ccc(Cl)cc1)c1cccnc1	i	i
CCN1CCN(C(=O)c2cc3c(=O)oc4ccc(C)cc4c3s2)CC1	i	i
COc1ccccc1N(CC(O)CN1CCC(C)CC1)S(=O)(=O)c1ccccc1 (configuration not stated)	i	i
COc1ccc(C2/C(=C(/O)c3ccc4c(c3)CC(C)O4)C(=O)C(=O)N2CCCN2CCOCC2)cc1OC (configuration not stated)	i	i
CCCCOc1ccc(-c2c(C#N)c(N)nc(SCC(N)=O)c2C#N)cc1	i	i

Screening data: PubChem BioAssay, Johns Hopkins Ion Channel Center

Rows were taken by chance (roughly 1.9% active in at least one column).
